# eIF4E-4G inh – eIF4E–eIF4G protein interaction inhibitors, primary screen, biochemical, uHTS, TR-FRET, eIF4GI fragment | TR-FRET eIF4E-eIF4GI(517-606) binding, 2 h | inhibition, % at 21.7 µM | 0.37% of 220,000 active | AID 782, 2007;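 active means inhibition above about 30%, limit read from the data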;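 further: 0% = full FRET control wells and 100% = background wells lacking eIF4GI fragment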
# Target sequence (P63073 whole entry, looked up, the tested form may be a part): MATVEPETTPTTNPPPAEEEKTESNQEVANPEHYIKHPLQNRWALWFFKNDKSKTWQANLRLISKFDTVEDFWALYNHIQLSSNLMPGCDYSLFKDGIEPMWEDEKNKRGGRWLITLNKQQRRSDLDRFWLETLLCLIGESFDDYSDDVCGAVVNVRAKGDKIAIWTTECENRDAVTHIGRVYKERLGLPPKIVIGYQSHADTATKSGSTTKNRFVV
# Target sequence (Q04637 whole entry, looked up, the tested form may be a part): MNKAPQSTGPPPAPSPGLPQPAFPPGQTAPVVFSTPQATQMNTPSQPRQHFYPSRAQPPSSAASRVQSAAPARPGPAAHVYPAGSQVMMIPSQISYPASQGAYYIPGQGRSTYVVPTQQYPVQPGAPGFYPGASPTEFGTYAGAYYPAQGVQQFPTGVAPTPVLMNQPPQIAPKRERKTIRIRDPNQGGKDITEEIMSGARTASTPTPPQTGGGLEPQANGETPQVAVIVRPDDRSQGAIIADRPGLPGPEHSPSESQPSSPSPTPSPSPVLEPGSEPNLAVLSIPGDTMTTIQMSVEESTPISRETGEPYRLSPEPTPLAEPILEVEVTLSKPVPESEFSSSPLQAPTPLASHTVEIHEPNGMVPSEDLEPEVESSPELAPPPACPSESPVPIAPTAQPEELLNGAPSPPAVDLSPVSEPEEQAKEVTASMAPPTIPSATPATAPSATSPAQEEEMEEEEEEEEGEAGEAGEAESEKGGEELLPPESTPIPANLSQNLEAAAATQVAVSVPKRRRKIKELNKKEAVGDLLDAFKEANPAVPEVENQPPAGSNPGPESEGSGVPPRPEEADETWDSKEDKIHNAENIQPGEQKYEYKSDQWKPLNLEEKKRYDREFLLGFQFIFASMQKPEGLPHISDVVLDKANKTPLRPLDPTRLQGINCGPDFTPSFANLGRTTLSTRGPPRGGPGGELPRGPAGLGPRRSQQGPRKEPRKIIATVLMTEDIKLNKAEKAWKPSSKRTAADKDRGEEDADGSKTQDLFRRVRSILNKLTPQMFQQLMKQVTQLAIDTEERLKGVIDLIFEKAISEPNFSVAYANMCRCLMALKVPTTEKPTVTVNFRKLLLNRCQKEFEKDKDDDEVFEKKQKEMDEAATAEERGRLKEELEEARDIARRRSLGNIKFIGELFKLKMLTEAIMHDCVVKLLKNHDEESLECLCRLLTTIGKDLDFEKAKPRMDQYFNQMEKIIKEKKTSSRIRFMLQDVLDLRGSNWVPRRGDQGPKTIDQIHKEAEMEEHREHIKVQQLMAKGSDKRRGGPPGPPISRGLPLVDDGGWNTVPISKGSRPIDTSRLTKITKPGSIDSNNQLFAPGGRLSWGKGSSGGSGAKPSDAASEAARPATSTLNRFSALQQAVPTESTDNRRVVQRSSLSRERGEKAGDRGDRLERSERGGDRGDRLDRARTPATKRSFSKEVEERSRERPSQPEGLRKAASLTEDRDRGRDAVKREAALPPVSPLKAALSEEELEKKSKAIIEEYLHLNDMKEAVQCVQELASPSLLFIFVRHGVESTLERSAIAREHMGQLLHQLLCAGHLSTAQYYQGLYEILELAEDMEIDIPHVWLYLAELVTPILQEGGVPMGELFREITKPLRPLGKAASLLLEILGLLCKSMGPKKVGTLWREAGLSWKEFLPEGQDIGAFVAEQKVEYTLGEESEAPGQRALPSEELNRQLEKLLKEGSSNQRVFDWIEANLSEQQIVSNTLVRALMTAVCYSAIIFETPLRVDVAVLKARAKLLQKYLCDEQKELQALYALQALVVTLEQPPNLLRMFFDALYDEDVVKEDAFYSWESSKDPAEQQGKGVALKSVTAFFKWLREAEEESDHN
# KLK5 inh – human KLK5 protease inhibitors, primary screen, biochemical, 1536-well. Kallikrein-5 (Homo sapiens), Q9Y337. recombinant hK5, fluorogenic AMC substrate cleavage. inhibition, % at 5 µM. 0.59% of 210,000 active;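 active means inhibition of 40% or more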;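 further: 0% = enzyme controls without compound and 100% = no-enzyme blanks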
# MDM2 E3 inh – MDM2-luciferase reporter signal enhancers, primary screen, MDM2 E3 ligase inhibitor project, cell-based, luminescence, 1536-well; E3 ubiquitin-protein ligase Mdm2 (Homo sapiens), Q00987; cell-based MDM2 ubiquitination luciferase reporter, 2 h; 0 = plate control, 100 = twice control, blank-subtracted; signal enhancement, % at 5 µM; 0.11% of 210,000 active;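 active means signal enhancement of 30% or more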;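 further: luminescence tracks abundance of the self-degrading MDM2-luciferase fusion protein; higher signal means inhibition of MDM2 E3 ligase activity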
#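 test system = mammalian cells stably expressing self-ubiquitinating, self-degrading MDM2 E3–luciferase fusion | quantity = 2000 cells/well | incubation = cell settling 4 h, compound treatment 2 h, both 37 °C | signal = luminescence with SteadyLite reagent, 15 min at room temperature | evaluation = % enhancement relative to plate controls after blank subtraction | benchmarks = plate controls and plate blanks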
# p97 ATPase inh – inhibitors of human p97 ATPase, primary screen, biochemical | Transitional endoplasmic reticulum ATPase (Homo sapiens), P55072 | recombinant p97 ATPase, Kinase-Glo ATP luminescence, 3 h | inhibition, % at 8 µM | 0.42% of 220,000 active | AID 1481, 2009; in the data active means inhibition above about 15%;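 further: 0% = DMSO vehicle and 100% = wells lacking enzyme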
# Rad51 HR inh – human RAD51 strand exchange inhibitors, primary screen, biochemical, fluorescence; hRad51 DNA strand exchange, fluorescence dequenching; AID 1385, 2008; 0.085% of 200,000 active; inhibition, % at 10 µM;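 active means inhibition above 40% at the single screening dose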;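 further: 0% = DMSO control wells and 100% = blanks with heterologous ssDNA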
#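 Material: Human Rad51 nucleoprotein filaments preassembled on unlabelled ssDNA | Also added: Labelled 47-mer dsDNA for strand exchange | Dosing: Single dose, 10 µM final compound | Schedule: 30-min compound preincubation and 15-min exchange, both room temperature | Technique: Fluorescence dequenching at 485/520 nm | Measure: Percent inhibition relative to plate controls and blanks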
# 14-3-3 Bad inh – inhibitors of 14-3-3 zeta/Bad binding, primary screen, biochemical, TR-FRET, bovine 14-3-3 zeta | 14-3-3 protein zeta/delta (Bos taurus), P63103 | TR-FRET 14-3-3zeta/Dy647-pBad peptide displacement, 1 h | inhibition, % at 21.7 µM | 0.71% of 220,000 active;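 active means inhibition above about 70%, limit read from the data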;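 further: 0% = full 14-3-3 plus peptide FRET controls and 100% = background without 14-3-3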
# FXIIa inh 1536 – human FXIIa protease inhibitors, primary screen, biochemical, 1536-well; Coagulation factor XII (Homo sapiens), P00748; purified FXIIa, Boc-QGR-AMC fluorogenic substrate, 2 h; inhibition, % at 5 µM; 0.3% of 220,000 active; AID 800, 2007; in the data active means inhibition above about 40%;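 further: 0% = enzyme with no compound and 100% = blank without enzyme; many of its hits are not listed in these tables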
# FXIa inh – human FXIa protease inhibitors, primary screen, biochemical, 1536-well | Coagulation factor XI (Homo sapiens), P03951 | purified FXIa, Boc-Glu-Ala-Arg-AMC fluorogenic substrate | inhibition, % at 5 µM | 0.14% of 220,000 active | AID 798, 2007;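 active means inhibition of at least 40%; inactive means inhibition below 40%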;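 further: fluorescence of freed AMC excited at 355 nm; 0% = enzyme without compound and 100% = no enzyme blank; many of its hits are not listed in these tables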
# Wee1 stabilizer – Wee1 degradation inhibitors, primary screen, cell-based, HeLa, Wee1K328M-luciferase, luminescence. Wee1-like protein kinase (Homo sapiens), P30291. HeLa Luc-Wee1K328M stability; 100% = proteasome inhibitor MG132 effect. reporter increase, % at 5 µM. 1.2% of 220,000 active;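 active means activation above the mean of all tested compounds plus 3 SD, set per screening run, cut at about 8.8% in these data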;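 further: cells exposed to compound for 20 h before luminescence read; 0% = DMSO alone and 100% = MG132 at 30 µM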
# The depositor's hits bear a star; . = no result given; & = joins results of further samples; [ ] = another dose, or the depositor's remark.
SMILES,eIF4E-4G inh,KLK5 inh,MDM2 E3 inh,p97 ATPase inh,Rad51 HR inh,14-3-3 Bad inh,FXIIa inh 1536,FXIa inh,Wee1 stabilizer
Cc1ccc(/C=N/NC(=O)C2(O)c3ccccc3-c3ccccc32)o1,22,-7,1,5,-45,20,12,9,2
O=C(Cc1ccccc1)NC(Nc1cccc2ccccc12)C(Cl)(Cl)Cl (stereo not drawn),-5,-6,-7,1,.,-7,13,-3,2
Cc1cccn2c(=O)c3cc(C(=O)NCCCN4CCCC4=O)n(C)c3nc12,.,-60,3,5,2,.,11,2,-1
Cc1ccc(C(=O)NC2CCS(=O)(=O)C2)cc1S(=O)(=O)N1CCOCC1 (stereo not drawn),-2,-1,-6,3,9,0,7,-2,4
Cn1cc([N+](=O)[O-])c(C(=O)Nc2ccn(Cc3c(F)c(F)cc(F)c3F)n2)n1,2,8,-12,1,-3,7,-13,-9,1
COc1ccc(OC)c(C2C3CN(C(C)C)CC=C3C(C#N)=C(N)C2(C#N)C#N)c1 (stereo not drawn),-2,3,-7,3,-40,1,-2,-9,0
O=C(CC1NCCN(Cc2ccccc2)C1=O)Nc1ccc(Cl)cc1 (stereo not drawn),4,-2,-9,12,-12,-4,4,1,5
CN1CCN(C(=O)CCc2nc3ccccc3n2-c2ccccc2)CC1,0[fluorescence artefact?],-11,-13,2,2,-5[fluorescence artefact?],15,5,-1
CCOC(=O)Cc1nnc(NC(=O)CSc2nnc3c4ccccc4n(C)c3n2)s1,2,-16,-26,3,-2,10,27,17,1
Cc1cccc(N=c2c([N+](=O)[O-])nn(-c3ccc(Cl)cc3)n2O)c1,1,3,0,0,7,2,13,0,1
O=C(CSc1nnc(CNc2cccc(C(F)(F)F)c2)n1Cc1ccco1)NCc1ccco1,3,-11,5,-1,12,2,4,3,-1
CCOc1c(Cl)cc(C(=O)Nc2ccccc2C(=O)O)cc1Cl,-4,2,20,6,1,54,16,19,0
Nc1nnc(SCC(=O)Nc2ccc(Cl)c(C(=O)O)c2)s1,1,6,-8,7,-10,-18,8,-3,-3
O=C(NCc1ccc(-c2csnn2)cc1)C1CC1,-2,3,-5,2,15,1,10,2,6
COc1ccc(NC(=O)COC(=O)CNS(=O)(=O)c2ccc(F)c(F)c2F)cc1OC,-6[fluorescence artefact?],-2,-5,-6,4,5,-1,-6,2
CCOC(=O)CCNCc1ccc(OC)c(OC)c1,-3,-4,-10,5,14,5,-7,1,3
O=C(COc1ccccc1)Nc1nccs1,4[fluorescence artefact?],-2,-28,-6,4,4,14,10,9.6*
O=C(Cn1c(=O)oc2cc(S(=O)(=O)N3CCCC3)ccc21)N1CCN(c2ccccc2)CC1,1,39,-12,-2,3,-2,-3,-10,-2
CCOC(=O)C1(Cc2ccc(Cl)cc2)CCN(Cc2cnc(N)nc2)CC1,-1,.,-10,1,12,-15,10,3,0
O=C(O)C1CC=CCC1C(=O)Nc1ccccc1C(=O)N1CCN(c2ccccc2)CC1 (stereo not drawn),-4[fluorescence artefact?],-11,11,1,15,12[fluorescence artefact?],11,7,-1
N#Cc1nnn(-c2ccc(Cl)cc2)c1N,-4&0,-3&-2,-4&5,5&4,8&5,6&-7,0&4,-6&-5,4&0
Cc1noc(C)c1COc1ccc(C(=O)OCC(=O)N2CC3(C)CC2CC(C)(C)C3)cc1 (stereo not drawn),3,0,-15,-9,8,-2,3,-5,0
CCOc1ccccc1C1C(C(N)=O)=C(C)Nc2nc(CCCO)nn21 (stereo not drawn),2,-22,-14,-2,-1,2,1,-7,-3
Cc1ccc(Cn2ccc(NC(=O)c3nn(C)cc3Cl)n2)cc1,-1,-7,-6,1,2,4,19,0,7
C/C(=N\O)C1CC(CC(=O)O)C1(C)C (stereo not drawn),-4,4,-8,2,5,2,4,8,-1
COc1ccc2c(c1)c(/C=N/Nc1nc3ccccc3[nH]1)c(C)n2C,3,-4,-20,33*,11,-1,4,8,-1
Cc1cc(C)c(O)c(-c2n[nH]c3c2C(c2cccc(O)c2)N(Cc2ccco2)C3=O)c1 (stereo not drawn),7,-8,-4,7,-18,6,6,10,9
Cn1cccc1Cc1nnc(SCC(=O)NCc2ccccc2)n1-c1ccc(F)cc1,3,-9,-27,-2,-5,6,28,22,-2
COc1ccc(C2OCC3(O)C(c4ccc(OC)c(OC)c4)OCC23)cc1OC (stereo not drawn),-19,6,-16,.,1,-1,10,4,.
Cc1cc(C)c(C)c(S(=O)(=O)N2CCN(C(=S)NCC3CCCO3)CC2)c1C (stereo not drawn),-5,-33,-1,-2,4,16,-14,-10,2

# A section from further up:
SMILES,eIF4E-4G inh,KLK5 inh,MDM2 E3 inh,p97 ATPase inh,Rad51 HR inh,14-3-3 Bad inh,FXIIa inh 1536,FXIa inh,Wee1 stabilizer
O=C(Cn1c(=O)oc2cc(S(=O)(=O)N3CCCC3)ccc21)N1CCN(c2ccccc2)CC1,1,39,-12,-2,3,-2,-3,-10,-2
CCOC(=O)C1(Cc2ccc(Cl)cc2)CCN(Cc2cnc(N)nc2)CC1,-1,.,-10,1,12,-15,10,3,0
O=C(O)C1CC=CCC1C(=O)Nc1ccccc1C(=O)N1CCN(c2ccccc2)CC1 (stereo not drawn),-4[fluorescence artefact?],-11,11,1,15,12[fluorescence artefact?],11,7,-1
N#Cc1nnn(-c2ccc(Cl)cc2)c1N,-4&0,-3&-2,-4&5,5&4,8&5,6&-7,0&4,-6&-5,4&0
Cc1noc(C)c1COc1ccc(C(=O)OCC(=O)N2CC3(C)CC2CC(C)(C)C3)cc1 (stereo not drawn),3,0,-15,-9,8,-2,3,-5,0
CCOc1ccccc1C1C(C(N)=O)=C(C)Nc2nc(CCCO)nn21 (stereo not drawn),2,-22,-14,-2,-1,2,1,-7,-3
Cc1ccc(Cn2ccc(NC(=O)c3nn(C)cc3Cl)n2)cc1,-1,-7,-6,1,2,4,19,0,7
C/C(=N\O)C1CC(CC(=O)O)C1(C)C (stereo not drawn),-4,4,-8,2,5,2,4,8,-1
COc1ccc2c(c1)c(/C=N/Nc1nc3ccccc3[nH]1)c(C)n2C,3,-4,-20,33*,11,-1,4,8,-1
Cc1cc(C)c(O)c(-c2n[nH]c3c2C(c2cccc(O)c2)N(Cc2ccco2)C3=O)c1 (stereo not drawn),7,-8,-4,7,-18,6,6,10,9
Cn1cccc1Cc1nnc(SCC(=O)NCc2ccccc2)n1-c1ccc(F)cc1,3,-9,-27,-2,-5,6,28,22,-2
COc1ccc(C2OCC3(O)C(c4ccc(OC)c(OC)c4)OCC23)cc1OC (stereo not drawn),-19,6,-16,.,1,-1,10,4,.
Cc1cc(C)c(C)c(S(=O)(=O)N2CCN(C(=S)NCC3CCCO3)CC2)c1C (stereo not drawn),-5,-33,-1,-2,4,16,-14,-10,2

# (next part)
SMILES,eIF4E-4G inh,KLK5 inh,MDM2 E3 inh,p97 ATPase inh,Rad51 HR inh,14-3-3 Bad inh,FXIIa inh 1536,FXIa inh,Wee1 stabilizer
Cc1nc(-c2ccc3c(c2)OCCO3)cs1,2,2,15,3,-6,-1,7,-1,-2
O=C(c1ccco1)N1CCN(c2cccc(Cl)c2)CC1,-5,18,-10,10,4,12,19,3,-2
COc1ccc(NC(=O)c2cc(CC(C)C)on2)cc1OC,1,1,1,1,1,3,10,-1,-2
O=S(=O)(c1ccc(N2CCN(CCO)CC2)nc1)N1CCCCC1,-2,-5,-10,-5,-2,6,6,7,2
CN(C)c1nc(NCc2ccccc2)nc(Oc2ccc(=O)[nH]n2)n1,3,-14,-17,6,8,1,17,3,-3
CCc1ccc(N(CC(=O)Nc2ccc(NC(C)=O)cc2)S(=O)(=O)c2ccccc2)cc1,9,-13,-1,-2,.,-2[fluorescence artefact?],8,5,-3
O=C(CO/N=C/c1ccc(OC(F)F)cc1)NCc1ccco1,1,-1,-11,3,33,-20,9,0,-3
Cc1[nH]c2ccc(-c3nnc(SCC(=O)NCc4ccco4)n3Cc3ccccc3)cc2c1C,-14[fluorescence artefact?],-8,-8,5,-9,5,16,3,-1
Cn1c(NCCCN2CCOCC2)nc2c1c(=O)n(Cc1ccc(Cl)c(Cl)c1)c(=O)n2C,3,1,-4,-9,2,-17,16,5,1
CCOC(=O)CN(C(=O)Cn1nnc(-c2ccc(C)cc2)n1)C(CC)C(=O)NC1CCCC1 (stereo not drawn),1,-1,-13,-1,-8,11,-12,-3,-2
CCCCC(CCC(=O)O)(C(=O)OCC)c1csc(N)n1 (stereo not drawn),2[fluorescence artefact?],0,-16,1,0,3,12,4,-2
O=C(NCC1CCCO1)c1cc(-c2ccncc2)nc2ccc(S(=O)(=O)N3CCOCC3)cc12 (stereo not drawn),3,-10,-8,-1,-8,10,12,-11,1
CCOCCCNS(=O)(=O)c1ccc(NC(=O)c2ccc([N+](=O)[O-])cc2Cl)cc1,3,-16,6,3,3,-33[fluorescence artefact?],3,-3,5
O=C(NCCN1C(=O)S/C(=C\c2cccnc2)C1=O)C1=NN(c2ccccc2)C(=O)CC1,1,-3,-8,2,-8,1,.,-3,-2
Cc1nc2nc[nH]n2c(=O)c1CCOC(=O)c1c(F)cccc1F,1,3,-18,4,3,-15,6,0,-3
O=C(O)CCCn1cc(NC(=O)c2cccc(F)c2)cn1,4,1,-22,3,-102,-10,8,3,13*
Cc1sc(N2C(=O)C3C4C=CC(C4)C3C2=O)c(C#N)c1C (stereo not drawn),15[fluorescence artefact?],-10,5,1,8,4,4,7,-3
CCOC(=O)C1=C(O)/C(=C\c2ccc(CNC(=O)C(=O)Nc3ccccc3)o2)N=C1C,0,-6,-5,0,-8,1,18,4,2
Cc1cccn2c(=O)c3cc(S(=O)(=O)c4ccccc4)c(=N)n(Cc4ccco4)c3nc12,15,-3,1,5,-7,0,6,-3,-1
COc1cc(C(NC(C)=O)NC(C)=O)ccc1OCc1ccccc1,-1,17,-6,-3,0,-6,31,30,-4

# Screening results deposited in PubChem by several laboratories.
